# Epigenetic mod: derepresses silenced GFP locus in mouse C127i cells; mouse C127i GFP locus derepression, cytometry, 30 h; Potency, µM (titrated, usually from 46.1 µM), for inactives: top-dose GFP derepression (activation); 0.09% of 68,000 active; AID 597; also: % of control where 0% means no effect
#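 Murine C127i mammary cells carrying a silenced, stably integrated CMV-driven GFP reporter were treated with compound for 30 hours at 37 C. After PBS washes, GFP-positive cells were counted by laser-scanning microplate cytometry.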
# Hsp90 Hop PPI: changes Hsp90-Hop TPR2A binding signal, up or down; AlphaScreen TPR2A-His6 binding biotin-Hsp90 C-terminal peptide; Potency, µM (titrated, usually from 57 µM), without a hit: top-dose activity change, negative = inhibition; 0.44% of 71,000 active; AID 595; active = well fitted curve in either direction with a large enough effect; inconclusive = small, poorly fitted or top-dose-only effect, or another doubt; also: potency is read from the fitted curve at half-maximal effect; % is scaled to controls: 0 for no effect and ±100 for the full control effect; many of its hits are not listed in these tables
# Fluorescein fluor: fluorescein region autofluorescence. 0.91% of 59,000 active. Compound autofluorescence, 480/540 nm, fluorescein-equivalent; stronger effect = higher value. AID 593. max fluorescein-equivalent concentration, M; in the data active = max fluorescein-equivalent concentration above about 10 nM; inconclusive = between about 1.1 nM and that limit
#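 Read-out is intrinsic compound fluorescence at 480/540 nm (excitation/emission), expressed as dye-equivalent concentration using a fluorescein standard series run on every plate. Compounds sat 15 min at room temperature in 100 mM Tris, pH 8.0.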
# 4MU fluor: 4-MU region autofluorescence. compound autofluorescence, 340/450 nm, 4-MU equivalents; stronger effect = higher value. max dye-equivalent concentration, M. 11% of 59,000 active; in the data active = max dye-equivalent concentration above about 10 nM; inconclusive = mostly about 1.1 nM to 9.6 nM
#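 Compounds in 100 mM Tris, pH 8.0, sat 15 min at room temperature before fluorescence was read at 340 nm excitation/450 nm emission; a per-plate six-point 4-MU standard curve converted signals to dye-equivalent concentration at each compound concentration.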
# Texas Red fluor: Texas Red region autofluorescence | 0.06% of 59,000 active | AID 587 | Compound fluorescence, Texas Red channel, 547/618 nm; stronger effect = higher value | max dye-equivalent concentration, M; in the data active = max dye-equivalent concentration above about 10 nM; inconclusive = between about 1.1 nM and that limit
#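 Compound titrations in 100 mM Tris pH 8.0 were incubated 15 min at room temperature and read at 547 nm excitation / 618 nm emission. Texas Red six-point standard curve on each plate converted fluorescence to dye-equivalent concentration.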
# ALOX15 inhib: 15-hLO (ALOX15) enzyme inhibition; Potency, µM (highest dose often 57.1 µM), without a hit: at the highest dose activity change, negative = inhibition, actives largely listed as inhibitors; 1.4% of 74,000 active; purified 15hLO-1, xylenol orange hydroperoxide absorbance; also: potency is read from the fitted curve at half-maximal effect; % is scaled to controls: 0 for no effect and ±100 for the full control effect; nearly all actives have a fitted effect of over 55% in size
# Target sequence (P16050 whole entry, looked up): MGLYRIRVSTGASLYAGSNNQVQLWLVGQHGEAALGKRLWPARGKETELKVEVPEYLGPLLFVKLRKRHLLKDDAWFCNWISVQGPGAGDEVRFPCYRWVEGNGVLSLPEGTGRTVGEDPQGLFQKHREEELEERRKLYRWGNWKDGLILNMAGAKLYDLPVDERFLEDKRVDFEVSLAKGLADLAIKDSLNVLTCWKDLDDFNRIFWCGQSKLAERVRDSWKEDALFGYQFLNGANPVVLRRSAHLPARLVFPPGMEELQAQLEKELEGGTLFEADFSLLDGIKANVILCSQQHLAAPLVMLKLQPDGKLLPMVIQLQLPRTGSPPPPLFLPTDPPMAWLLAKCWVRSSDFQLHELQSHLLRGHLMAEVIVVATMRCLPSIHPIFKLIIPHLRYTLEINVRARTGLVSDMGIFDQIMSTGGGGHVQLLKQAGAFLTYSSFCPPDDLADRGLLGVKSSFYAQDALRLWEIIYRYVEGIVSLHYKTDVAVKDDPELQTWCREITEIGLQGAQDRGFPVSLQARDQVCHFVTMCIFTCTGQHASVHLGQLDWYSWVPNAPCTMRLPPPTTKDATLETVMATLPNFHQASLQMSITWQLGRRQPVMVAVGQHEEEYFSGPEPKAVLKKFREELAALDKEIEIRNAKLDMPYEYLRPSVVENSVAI
#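 Hydroperoxide formed from arachidonic acid (50 uM) by purified human 15hLO-1 (40 nM) oxidizes ferrous iron, and the ferric-xylenol orange complex is read at 573 versus 405 nm. Compounds were preincubated 15 min; reaction ran 6 min at room temperature.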
# Ub-GFP proteasome: inhibits proteasome, raising ubiquitin-GFP reporter fluorescence | Ubiquitin-GFP reporter cells, proteasome inhibition, GFP fluorescence; response scale: untreated = 0%, 10 µM MG-132 = 100% | Potency, µM (top dose mostly 45.9 µM), for the others: at the top dose activation (GFP accumulation), usual class: activators | 67,000 tested, under 10 active; active = well fitted activation curve with a large enough effect, not every such curve was filed as active; inconclusive = small, poorly fitted or top-dose-only effect, or another doubt; inactive = no such curve, though single readings can be large or run the other way; also: potency is read from the fitted curve at half-maximal effect
#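 U2OS Ub(G76V)-GFP reporter; O/N plating, 0.5% FBS; cpd 46 uM–2.9 nM, 4 h, 37 °C; GFP+ cell count, 488/515 nm; norm. to basal vs 10 uM MG-132; CRC fit.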
# Pol III holo inh: inhibitors of bacterial DNA polymerase III holoenzyme | reconstituted DNA polymerase III holoenzyme replication, biochemical | Potency, µM (doses to about 57.1 µM), inactives show at the highest dose activity change, negative = inhibition | 0.25% of 71,000 active | AID 603; also: potency is read from the fitted curve at half-maximal effect; % is scaled to controls: 0 for no effect and ±100 for the full control effect
#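 Reconstituted *E. coli* holoenzyme (0.35 nM Pol III, 1 nM beta, 154 nM SSB, 2 nM primase) was preincubated with compound for 15 min at RT. Synthesis on 1.4 nM ssM13Gori ran 35 min, then was stopped with PicoGreen/EDTA and read as dsDNA fluorescence.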
# Rhodamine fluor: rhodamine region autofluorescence; max dye-equivalent concentration, M; 0.05% of 59,000 active; Rhodamine-region fluorescence, 547/598 nm, Tris buffer; stronger effect = higher value; AID 594; in the data active = max dye-equivalent concentration above about 11 nM; inconclusive = between about 1.1 nM and that limit
#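 Compounds in 100 mM Tris buffer, pH 8.0, were incubated 15 min at room temperature, then read at 547 nm excitation and 598 nm emission. Fluorescence was normalized against a per-plate six-point rhodamine standard curve as dye-equivalent concentration.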
# HBB splicing: modulators of hemoglobin beta chain splicing; HBB splicing reporter cell assay, activation; EGFP reporter with mutant IVS2-654 intron; response scale: normalised to 500 nM splice-correcting PNA; Potency, µM (doses to about 46.1 µM), without a hit: at the highest dose activation, hits mostly activators; 0.06% of 65,000 active; also: potency is read from the fitted curve at half-maximal effect; 0% is about no effect
#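 Compounds were applied for 2 days to HeLa EGFP-654 cells, 500/well in Optimem with 2% FCS. The reporter's EGFP is disrupted by mis-splicing of beta-globin intron IVS2-654. Readout: summed well GFP fluorescence from 488 nm laser scanning; reference was 500 nM antisense […] 654 PNA.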
# HADH2 inhib: blocks human hydroxyacyl-CoA dehydrogenase type II; Potency, µM (series often up to 57.1 µM), without a hit: at the highest dose activity change, negative = inhibition, usual class: inhibitors; recombinant HADH2, NADH fluorescence, beta-hydroxybutyryl-CoA; 3.4% of 73,000 active; Q99714; also: potency is read from the fitted curve at half-maximal effect; % is scaled to controls: 0 for no effect and ±100 for the full control effect; nearly all actives have a fitted effect of over 60% in size; many of its hits are not listed in these tables
# Target sequence (Q99714 whole entry, looked up, one chain of several): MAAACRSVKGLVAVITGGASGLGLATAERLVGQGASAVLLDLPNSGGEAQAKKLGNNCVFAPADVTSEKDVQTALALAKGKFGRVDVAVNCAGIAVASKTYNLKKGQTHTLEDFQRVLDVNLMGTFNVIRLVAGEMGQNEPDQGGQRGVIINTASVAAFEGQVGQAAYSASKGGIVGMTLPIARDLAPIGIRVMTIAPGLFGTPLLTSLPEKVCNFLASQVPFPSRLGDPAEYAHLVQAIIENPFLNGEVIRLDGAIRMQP
#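 Buffer 100 mM Tris-HCl pH 9.0/0.01% Tween-20; HADH2 20 nM; NAD+ 1 mM; beta-hydroxybutyryl-CoA 90 uM (all final). 15 min cpd preincubation, RT.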
# The depositor's hits bear a star; i = inactive; u = inconclusive; x = not tested or not shown; [ ] = remark or other dose. Unless noted, calls follow the shape of the dose curve; as a rule, active = well fitted curve in the direction sought with a large enough effect; inconclusive = small, poorly fitted or top-dose-only effect, or another doubt; inactive = no such curve, though single readings can be large; an effect the other way counts as inactive or inconclusive.
# Start of the data: the first two compounds (preview)
# Values run as follows: Texas Red fluor	HADH2 inhib	Hsp90 Hop PPI	Ub-GFP proteasome	Rhodamine fluor	Epigenetic mod	4MU fluor	HBB splicing	ALOX15 inhib	Pol III holo inh	Fluorescein fluor
- O=C1CN(C(=O)c2ccc(Br)o2)C(c2ccc(F)cc2)c2cc(F)ccc2N1 (stereo unspecified)
→ i	5%	-2%	-2%	i	2%	i	-1.3%	-12%	0%	i
- COc1ccc(S(=O)(=O)Nc2cc(C(=O)NC3CCCCCC3)ccc2N2CCOCC2)cc1
→ i	8%	-4%	-3%	i	0%	i	-3.3%[57.5 µM]	-17%	-3%	i

# This part in full, previewed entries included:
# Values run as follows: Texas Red fluor	HADH2 inhib	Hsp90 Hop PPI	Ub-GFP proteasome	Rhodamine fluor	Epigenetic mod	4MU fluor	HBB splicing	ALOX15 inhib	Pol III holo inh	Fluorescein fluor
- O=C1CN(C(=O)c2ccc(Br)o2)C(c2ccc(F)cc2)c2cc(F)ccc2N1 (stereo unspecified)
→ i	5%	-2%	-2%	i	2%	i	-1.3%	-12%	0%	i
- COc1ccc(S(=O)(=O)Nc2cc(C(=O)NC3CCCCCC3)ccc2N2CCOCC2)cc1
→ i	8%	-4%	-3%	i	0%	i	-3.3%[57.5 µM]	-17%	-3%	i
- COc1cccc(C2/C(=C(\O)c3c(C)nc4c(C)cccn34)C(=O)C(=O)N2CCCN(C)C)c1OC (stereo unspecified)
→ i	7%	-4%	5%	i	-3%	i	2.3%	0%	-5%	i
- O=C(O)CCCc1ccc2ccc3ccccc3c2c1
→ i	-1%[11.4 µM]	2%[11 µM]	-2%[9.17 µM]	i	0%[9.22 µM]	i	2.1%[9.22 µM]	0%[11.4 µM]	-12%[11.4 µM]	i
- Cc1ccc(NC(=O)C2CCCN(S(=O)(=O)c3c(C)noc3C)C2)nc1 (stereo unspecified)
→ i	12%	-3%	0%	i	6%	i	0.0%	-7%	4%	i
- CC(=O)c1c(N2CCCCC2)nc(=S)n(Cc2ccccc2)c1C
→ x	-15%	-5%	0%	x	3%	x	5.6%	-5%	0%	x
- CCOc1ccc2[nH]c(C)c(CN3CCOCC3)c(=O)c2c1
→ x	-4%	0%	-4%	x	2%	x	-1.2%[9.22 µM]	-4%	-3%	x
- OC[C@H]1O[C@@H]2O[C@H]3[C@H](O)[C@@H](O)[C@@H](O[C@H]4[C@H](O)[C@@H](O)[C@@H](O[C@H]5[C@H](O)[C@@H](O)[C@@H](O[C@H]6[C@H](O)[C@@H](O)[C@@H](O[C@H]7[C@H](O)[C@@H](O)[C@@H](O[C@H]1[C@H](O)[C@H]2O)O[C@@H]7CO)O[C@@H]6CO)O[C@@H]5CO)O[C@@H]4CO)O[C@@H]3CO
→ x	-5%	0%	x	x	x	x	-0.3%	-4%	0%	x
- O=C(O)C1CCC(=O)N1Cc1ccccc1Cl (stereo unspecified)
→ i	-1%	3%	23%	i	-2%	i	-0.6%	2%	-4%	i
- Cn1c(=O)c2c3c(sc2n2c(SCc4ccc5c(c4)OCO5)nnc12)COC(C)(C)C3
→ x	-13%	-2%	2%	x	0%	x	-0.5%[9.22 µM]	-3%	-6%	x
- Cc1ccc2c(c1)C1CN(C)CCC1N2C(=O)Nc1ccc(Cl)cc1 (stereo unspecified)
→ u	9%	2%	1%	i	4%	i	1.1%[57.5 µM]	-4%	-4%	i
- CC1CCN(C(=O)CSc2nc3ccccc3[nH]2)CC1
→ x	-2%	-9%	-1%	x	-4%	x	-2.2%	-28%	-9%	x
- O=C(Cn1cnnn1)OCC(=O)c1ccc(Cl)s1
→ i	10µM*	-10%	-1%	i	-2%	u	13µM*	-26%	2%	i
- O=C(CCCOc1ccc(Cl)cc1)N1CCCCC1
→ x	1%	4%	18%	x	-2%	x	0.0%[9.22 µM]	0%	-4%	x
- CC(=O)C(C)Oc1cc(C)cc2oc(=O)c(C)c(C)c12 (stereo unspecified)
→ u	32µM*	-2%	-4%	i	-2%	1.5e-08M*	-0.1%[57.5 µM]	-2%	3%	i
- COc1ccccc1NC(=O)CNC(=O)c1ccccc1
→ i	-2%	-4%	4%	i	2%	i	-2.1%	4%	2%	i
- COc1ncc2nc(-c3cccs3)c(=O)n(C)c2n1
→ i	161%[activator]	4%	3%	i	-5%[9.22 µM]	1.1e-06M*	1.4%	-8%	-3%	u
- COc1ccc(OC)c(C2CC(=O)N3CN(c4ccccc4)CSC3=C2C#N)c1 (stereo unspecified)
→ x	u	-10%	6%	x	-2%	x	0.2%	u	-5%	x
- COc1ccc(OC(C)C(=O)N2CCOCC2)cc1 (stereo unspecified)
→ i	3%	1%	-1%	i	0%	i	-0.1%	4%	-8%	i
- NC(=O)C1CCC(NC(=O)OCc2ccccc2)CC1 (stereo unspecified)
→ i	14%	-2%	12%	i	0%	i	1.1%	9%	-12%	u
- Cc1ccc(S(=O)(=O)N2CCC(C(=O)N3CCC(C(=O)NCC4CCCO4)CC3)CC2)cc1 (stereo unspecified)
→ i	7%	0%	-4%	i	3%	i	0.5%	-5%	-1%	i
- COc1ccc(C)cc1NC(=O)C1CCCN(S(=O)(=O)c2c(C)noc2/C=C/N(C)C)C1 (stereo unspecified)
→ x	6%	-4%	-3%	x	-4%	x	1.1%	-4%	1%	x
- O=C(O)COc1ccc(S(=O)(=O)NCCc2ccccc2)cc1
→ x	19%	-11%	0%	x	0%	x	0.3%	-38%	0%	x
- CCC(CC)C(=O)NCCc1ccc(OC)c(OC)c1
→ x	5%	0%	8%	x	8%	x	0.6%	15%	-9%	x
- CC(=O)OCC1=C(C(=O)O)N2C(=O)[C@@H](NC(=O)Cc3cccs3)[C@H]2SC1
→ i	x	x	x	i	0%[20.6 µM]	u	x	x	x	i
- CC(C)[C@H](NC(=O)NCc1ccco1)C(=O)O
→ i	2%	-5%	-2%	i	4%	i	0.9%[0.369 µM]	0%	3%	u
- CC(C)C(=O)Nc1cccc(C(=O)Nc2ccc3c(c2)OCO3)c1
→ i	-1%	-4%	1%	i	-4%	i	0.3%[57.5 µM]	12%	-4%	i
- CN(C)CCCOC(=O)c1cc2ccccc2o1
→ i	u	0%	-2%	i	0%	i	0.3%[57.5 µM]	9%	u	i
- O=C(C1=COCCO1)N1CCN(S(=O)(=O)c2cccc(Cl)c2Cl)CC1
→ i	20%	-4%	-4%	i	4%	i	-0.2%[57.5 µM]	-1%	0%	i
- CCN1CCn2c1nc(N1CCOCC1)nc2=O
→ i	1%	-2%	2%	i	-3%	i	0.2%	5%	5%	u
- COc1ccc(-c2cc(C(=O)NCc3ccc(Cl)cc3)no2)cc1OC
→ i	-8%	4%	-6%	i	0%	i	-0.6%	-2%	-6%	i
- CN(Cc1nc(-c2ccncc2)no1)S(=O)(=O)c1ccc(Br)cc1
→ i	2%	0%	1%	i	2%	i	-1.9%	4%	-10%	i
- CCOC(=O)C1CCCN(c2c(NCc3ccco3)c(=O)c2=O)C1 (stereo unspecified)
→ x	2%	-3%[2.3 µM]	-7%	x	x	x	-0.2%	4%	-4%	x
- CN(C)c1ccc(-c2cncnc2-n2ccnc2)cc1
→ i	-21%	4%	9%	i	-1%[9.22 µM]	4.1e-08M*	1.2%	u	-6%	u
- CCOC(=O)CNC(=O)Cn1cnc2sc(C)c(S(=O)(=O)N3CCC(C)CC3)c2c1=O
→ i	10%	-2%	-7%	i	-1%	i	-2.2%	-1%	3%	i
- Cc1ccc2c3c(c(SCC(=O)Nc4nonc4C)nc2c1)CCCC3
→ i	2%	0%	-4%	i	4%	i	x	-7%	-4%	i
- C=CCNc1nc(Nc2ccc(OC)cc2OC)nc(OCC)n1
→ i	8%	-3%	-4%	i	0%	i	1.0%	-6%	-3%	i
- CCOc1cc(C)c(Cl)cc1S(=O)(=O)NCc1ccco1
→ u	1%	-4%	-2%	i	-3%	i	1.6%	-3%	0%	i
- Cc1ccc(N2CC(C(=O)NCc3cccs3)CC2=O)cc1 (stereo unspecified)
→ i	-6%	-4%	-7%	i	1%	i	0.4%	-6%	3%	i
- Cc1cc(C)c2cc(CN(CCO)Cc3nnnn3Cc3ccc(F)cc3)c(=O)[nH]c2c1
→ i	-1%	-4%	-6%	i	-1%	i	x	-2%	-13%	i
- CC(NC(=O)c1cccnc1)c1ccc2c(c1)OCO2 (stereo unspecified)
→ i	1%	-3%	1%	i	0%	i	3.6%	7%	0%	i
- Cc1nn(-c2nc3ccccc3s2)c(C)c1Oc1ccccc1O
→ i	-1%	-3%	-2%	i	2%	i	0.3%[57.5 µM]	16µM*	15%	i

# Source: PubChem BioAssay

# Only part of the results is shown; rates above refer to the full screens.
